# High-throughput results as filed in PubChem.
# Rab9 promoter act = activators of Rab9 promoter | AID 485297 | Huh7 Rab9 promoter-luciferase reporter, luminescence, 24 h | 320,000 tested, 2.8% active | Potency, µM (highest dose often 9.22 µM), for the others: at the highest dose activation, negative = inhibition, usual class: activators; further: % of control where 0% means no effect; nearly all actives have a fitted effect of over 60% in size
#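 Promoter activation is measured as luciferase luminescence in Huh7 cells stably transfected with a Rab9 promoter–luciferase construct, following 24 h compound exposure at 37 °C and 10 min reagent incubation at ambient temperature.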
# MBNL1-CUG inh = blocks human MBNL1 binding to CUG repeat RNA; 280,000 tested, 0.036% active; Potency, µM (doses to about 57.5 µM), for inactives: at the top dose activity change, negative = inhibition, most hits filed as inhibitors; Q9NR56; AID 2675; TR-FRET MBNL1-His/biotin-(CUG)12 binding, 665/545 ratio; active means well fitted inhibition curve with a large enough effect in the signal ratio, with a control signal flat, not every such curve was filed as active; inconclusive means small, poorly fitted or top-dose-only effect, or effect the other way, or a change in a side signal; inactive means no such curve, though single readings can be large or run the other way; the % refers to the signal ratio; further: on the % scale 0 is the no-effect control and ±100 the full control effect
#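 TR-FRET readout: Ex 340 nm, 665/545 nm emission ratio, normalized to buffer-only (basal) and MBNL1-(CUG)12 controls. Complex of MBNL1-His with Biotin-(CUG)12, compounds 92 nM–58 uM, incubated 60 min at room temperature.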
# ELG1 genotoxic = genotoxicity induction in ELG1-luciferase HEK293T cells; HEK293T ELG1-luciferase reporter, luminescence, 16 h; Potency, µM (highest dose often 46 µM), for inactives: at the highest dose activity change, positive = activation, most hits filed as activators; 330,000 tested, 1.3% active; further: % of control where 0% means no effect; nearly all actives have a fitted effect of over 60% in size
#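 Genotoxic stress is detected as increased luminescence from luciferase-tagged ELG1 in HEK293T cells, measured with ONE-Glo after a 16 hr treatment at 37 °C.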
# CXXC DNA block = MLL CXXC-DNA interaction inhibition; MLL-CXXC / FITC-HOXA9 DNA fluorescence polarization; Q03164; 290,000 tested, 0.037% active; Potency, µM (titrated, usually from 115 µM), inactives show top-dose activity change, negative = inhibition, usual class: inhibitors; active means well fitted inhibition curve with a large enough effect in the polarisation, with a control signal flat, not every such curve was filed as active; inconclusive means small, poorly fitted or top-dose-only effect, or effect the other way, or a change in a side signal; inactive means no such curve, though single readings can be large or run the other way; the % refers to the polarisation
#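 Fluorescence polarization: 7 uM MLL-CXXC (stock) preincubated 5 min with compounds, then 50 nM fluorescein-HOX-A9 DNA (stock) added; 30 min ambient. Buffer 50 mM Tris-HCl pH 7.5, 50 mM NaCl, 1 mM DTT, 0.05% BSA.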
# p53 reactivator = re-activators of mutant p53. H1299 p53-A138V BP100-luciferase reporter, luminescence, 24 h. Potency, µM (titrated, usually from 92.2 µM), inactives show top-dose activity change, positive = activation, actives largely listed as activators. 320,000 tested, 0.063% active. AID 504706; further: % of control where 0% means no effect; nearly all actives have a fitted effect of over 45% in size
#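 H1299 (p53-null), stable ts p53-A138V + BP100-Luc; 1000 cells/well, Opti-MEM/10% FBS; cpd 4 pt, 1:5; 24 h, 37 deg C, 5% CO2; detection reagent 10 min RT; luminescence.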
# Gal4-VP16 FLuc = counter-screen for ROR gamma inhibitors: Gal4-VP16 reporter; Drosophila S2 Gal4-VP16 UAS-luciferase, luminescence, 20 h; Potency, µM (doses to about 53.6 µM), without a hit: at the highest dose activity, negative = inhibition, usual class: inhibitors; 310,000 tested, 3.5% active; AID 2546;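 further: Gal4-VP16 expression switched on by copper sulfate through the metallothionein promoter; on the % scale 0 is the no-effect control and ±100 the full control effect; nearly all actives have a fitted effect of over 50% in size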
# BRCA1 expr up = increases BRCA1 expression; AID 624202; Potency, µM (titrated, usually from 46.1 µM), inactives show at the highest dose activation, usual class: activators; MCF7-BRCA1-FFLuc reporter, luminescence, 48 h; response scale: scaled: vehicle 0%, 10 µM genistein 100%; 380,000 tested, 1.1% active; further: nearly all actives have a fitted effect of over 80% in size; some results filed as inactive show a strong effect at the top dose
#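 MCF7-BRCA1-FFLuc, 2000 cells/well; 2 h attach, 37 °C/5% CO2; compound 48 h; luciferase substrate 15 min; luminescence end-point. Norm. to genistein 10 microM max activation and DMSO; concentration-response curves fitted.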
# RORg inh = blocks mouse ROR gamma transcriptional activity; Drosophila S2 Gal4-RORgamma UAS-luciferase reporter, 20 h; 310,000 tested, 5.4% active; P51450; AID 2551; Potency, µM (titrated, usually from 53.6 µM), for inactives: at the top dose activity change, negative = inhibition, most hits filed as inhibitors; further: on the % scale 0 is the no-effect control and ±100 the full control effect; nearly all actives have a fitted effect of over 60% in size
# Target sequence (P51450 whole entry, looked up, the tested form may be a part): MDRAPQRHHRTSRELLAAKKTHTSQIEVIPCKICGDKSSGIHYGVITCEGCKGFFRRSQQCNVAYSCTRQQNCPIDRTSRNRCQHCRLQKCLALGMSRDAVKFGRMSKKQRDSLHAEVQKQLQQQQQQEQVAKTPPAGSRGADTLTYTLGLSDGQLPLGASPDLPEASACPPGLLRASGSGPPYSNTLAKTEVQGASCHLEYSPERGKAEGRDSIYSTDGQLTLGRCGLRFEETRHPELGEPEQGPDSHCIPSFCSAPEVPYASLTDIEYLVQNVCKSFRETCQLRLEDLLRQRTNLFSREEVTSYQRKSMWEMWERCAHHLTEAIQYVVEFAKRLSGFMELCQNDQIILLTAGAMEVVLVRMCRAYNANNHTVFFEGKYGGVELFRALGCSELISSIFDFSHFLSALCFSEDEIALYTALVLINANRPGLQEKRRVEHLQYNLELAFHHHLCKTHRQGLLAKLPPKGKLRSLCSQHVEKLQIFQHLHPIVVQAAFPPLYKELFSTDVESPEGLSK
#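 Compounds are pin-transferred onto Drosophila Schneider cells expressing a copper-inducible Gal4–ROR gamma transactivation domain fusion. After 1 hr, copper sulfate is added to 700 uM final; luciferase is read 20 hr later.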
# NPC1 prom act = activates the NPC1 promoter. Potency, µM (doses to about 9.22 µM), inactives show at the highest dose activation, most hits filed as activators. 320,000 tested, 2.4% active. AID 485313. Huh7 NPC1 promoter luciferase reporter, 24 h;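 further: % of control where 0% means no effect; nearly all actives have a fitted effect of over 60% in size; reporter is driven by a mutant NPC1 promoter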
#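 Stable NPC1-promoter luciferase Huh7 line; cpd (DMSO) 24 h, 37 °C, 5% CO2; Amplite luciferase reagent 10 min RT; luminescence readout. qHTS format.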
# FLuc counter = counter-screen for miR-21 project: firefly luciferase inhibitors or activators | AID 588342 | P08659 | purified FLuc, Km substrates, luminescence inhibition | Potency, µM (highest dose often 57.5 µM), inactives show top-dose activity change, negative = inhibition, most hits filed as inhibitors | 360,000 tested, 6.9% active;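 further: plate controls were vehicle for no effect and reference inhibitor for full effect; nearly all actives have a fitted effect of over 55% in size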
# Target sequence (P08659 whole entry, looked up): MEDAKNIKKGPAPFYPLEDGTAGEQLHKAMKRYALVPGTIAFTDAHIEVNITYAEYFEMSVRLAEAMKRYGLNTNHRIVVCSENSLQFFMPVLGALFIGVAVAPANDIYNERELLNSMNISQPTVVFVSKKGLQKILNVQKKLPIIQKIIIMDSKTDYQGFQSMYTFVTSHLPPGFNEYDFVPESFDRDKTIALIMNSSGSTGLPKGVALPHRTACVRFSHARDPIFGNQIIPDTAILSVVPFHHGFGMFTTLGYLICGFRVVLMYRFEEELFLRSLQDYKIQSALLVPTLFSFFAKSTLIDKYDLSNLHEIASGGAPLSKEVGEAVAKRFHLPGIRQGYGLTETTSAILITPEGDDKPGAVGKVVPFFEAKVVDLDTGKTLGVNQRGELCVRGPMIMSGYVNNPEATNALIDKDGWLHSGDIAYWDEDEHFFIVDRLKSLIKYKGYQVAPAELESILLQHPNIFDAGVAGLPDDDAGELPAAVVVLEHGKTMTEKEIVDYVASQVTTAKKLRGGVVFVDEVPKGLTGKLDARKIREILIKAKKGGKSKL
#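 Purified P. pyralis luciferase, 10 nM final, with Km-level 10 uM D-luciferin and 10 uM ATP in 50 mM Tris acetate pH 7.5, 10 mM Mg acetate, 0.01% Tween-20, 0.05% BSA; 6-point qHTS titration about 60 µM downward; luminescence read.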
# uPA generation = inhibitors of cell surface uPA generation | cell surface uPA generation assay, qHTS | Potency, µM (top dose mostly 38.3 µM), inactives show at the highest dose activity change, negative = inhibition, actives largely listed as inhibitors | 330,000 tested, 0.31% active | AID 540303; active means well fitted inhibition curve with a large enough effect; inconclusive means small, poorly fitted or top-dose-only effect; inactive means no such curve, though single readings can be large or run the other way; tested in mouse RAW 264.7 cells; further: on the % scale 0 is the no-effect control and ±100 the full control effect; nearly all actives have a fitted effect of over 55% in size
# * marks the source's active call; other numbers are inactive results; ? = inconclusive; nt = not tested or not shown; [ ] = remark or other dose. Unless noted, the call rests on the fitted dose curve; in most records, active means well fitted curve in the direction sought with a large enough effect; inconclusive means small, poorly fitted or top-dose-only effect, or another doubt; inactive means no such curve, though single readings can be large; an effect the other way counts as inactive or inconclusive. Potency means the concentration at half of the fitted maximal effect. Only part of the results is shown; count on the stated rates, not on these rows.
SMILES,Rab9 promoter act,MBNL1-CUG inh,ELG1 genotoxic,CXXC DNA block,p53 reactivator,Gal4-VP16 FLuc,BRCA1 expr up,RORg inh,NPC1 prom act,FLuc counter,uPA generation
CCNc1ccc(S(=O)(=O)NCCN(C)C)cc1[N+](=O)[O-],-3%,?,0%,-3%,0%,17%,9%,10%,-5%,4%,8%
COc1cc(/C=C2\C(=O)N(c3ccc(NC(C)=O)cc3)N=C2c2ccccc2)ccc1O,-6%,5%,6%,-33%,0%,-5%,-13%,-25%,-1%,17µM*,-1%
COc1ccc(NS(=O)(=O)c2ccc(N3CC(O)=C(c4ccccc4)C3=N)cc2)cc1,-3%,-4%,0%,-7%,-2%,-1%,-20%,25%,-6%,-2%,4%
NC(=O)c1ccsc1NC(=O)CN1C(=O)C2CC=CCC2C1=O (stereo not given),-5%,-4%,-1%,-3%,25%,-9%,12%,15%,1%,5%,6%
Cc1cc(C)n(-c2ccc(NC(=O)C3CCCCN3C(=O)c3ccc(C)s3)cc2)n1 (stereo not given),2%,5%,-5%,25%,8%,-6%,24%,13%,0%,0%,8%
O=C1c2cnc3nc(SCc4cccc(Cl)c4)nn3c2CC2c3ccccc3CCN12 (stereo not given),1%,10%,1%,13%,-8%,-1%,0%,-15%,-1%,0%,0%
COc1cccc(CNC(=O)CCNC(=O)N2CCn3c2nc2ccccc23)c1,-1%,-1%,-1%,8%,-5%,-3%,-18%,-8%,-4%,0%,-6%
CCC(C)NC(=O)C1c2ccccc2C(=O)N1Cc1ccccc1 (stereo not given),3%,-2%,1%,-8%,4%,5%,1%,-19%,-2%,1%,4%
O=C(NCCc1ccccc1)C1CCN(S(=O)(=O)c2ccc(-n3cnnn3)cc2)CC1,10%,-3%,-1%,-3%,4%,-3%,0%,27%,0%,2%,0%
COc1ccccc1C(=O)NC(=O)COC(=O)c1ccc(Cl)nc1,3%,nt,-4%,nt,6%,nt,-13%,nt,-1%,2%,3%
Clc1ccccc1-c1nc(-c2ccccc2)n[nH]1,2.8µM*,-3%,?,6%,?,?,43%,-16%,3.2µM*,6.7µM*,-7%
COc1cccc(C(C(=O)NC(C)(C)C)N(CCC(C)C)C(=O)CCC(=O)Nc2cc(C)on2)c1OC (stereo not given),-5%,-12%,0%,-7%,-6%,-2%,-49%,26%,-3%,-1%,0%
COC(=O)CSc1nnc(-c2c[nH]c3ccccc23)o1,-1%,-7%,2%,-7%,nt,1%,-28%,3%,-4%,15µM*,2%
CC(NC(=O)Cc1ccccc1)c1ccccc1 (stereo not given),7%,3%,2%,-9%,0%,-1%,6%,-14%,5%,-4%,18%
O=C(NC(=S)Nc1ccccn1)c1ccc(-c2ccccc2)cc1,0.28µM*,0%,?,-14%,?,4µM*,?,3.2µM*,0.11µM*,1.5µM*,-8%
Cc1ccc(OCC(=O)N2c3ccccc3CC2C)c([N+](=O)[O-])n1 (stereo not given),0%,-15%,0%,7%,8%,6%,1%,23%,-4%,-3%,-1%
CCC(=O)Nc1sc2c(c1C(=O)OC)CCN(Cc1ccccc1)C2,0%,11%,-5%,nt,8%,6%,-9%,-5%,-8%,-2%,1%
CCCC1NC(=O)NC(C)=C1C(=O)OCC (stereo not given),-2%,-8%,-2%,2%,-5%,-9%,-1%,-10%,0%,-2%,nt
CCOC(=O)C1=C(CC)Nc2ccccc2N=C1NC(=O)c1ccc(S(=O)(=O)N2CCCC2)cc1,1%,15%,-9%,15%,-3%,17%,-25%,-2%,-5%,-2%,9%
O=C(Nc1cc([N+](=O)[O-])ccc1F)c1cccs1,-3%,?,0%,10%,2%,19%,-26%,18%,4%,-10%,-1%
O=C(Nc1ccc(S(=O)(=O)NCc2ccccc2)cc1)c1ccc(Br)o1,-4%,?,2%,-2%,-6%,-5%,-34%,?,-6%,1%,10%
CCc1cc(C(=O)N/N=C/c2ccc(OC)cc2)c2ccccc2n1,-1%,11%,3%,2%,2%,-8%,-30%,6%,-18%,-13%,-18%
O=C(C1=C(O)C(=O)N(CC2CCCO2)C1c1ccccc1F)c1ccco1 (stereo not given),3%,25%,-4%,?,1%,-2%,0%,9%,0%,2%,0%
O=C(Nc1nccs1)c1cccc(NC(=O)c2ccco2)c1,-4%,73%[activator],-5%,5%,-4%,-7%,27%,?,5%,?,1%
COCCN(C(=O)c1csnn1)C(C(=O)NC1CCCC1)c1ccccc1F (stereo not given),2%,-1%,-4%,-3%,11%,-1%,-35%,-34%,-2%,0%,4%

# 6 structures already listed, sorted by number of heavy atoms, low to high:
SMILES,Rab9 promoter act,MBNL1-CUG inh,ELG1 genotoxic,CXXC DNA block,p53 reactivator,Gal4-VP16 FLuc,BRCA1 expr up,RORg inh,NPC1 prom act,FLuc counter,uPA generation
O=C(Nc1cc([N+](=O)[O-])ccc1F)c1cccs1,-3%,?,0%,10%,2%,19%,-26%,18%,4%,-10%,-1%
COC(=O)CSc1nnc(-c2c[nH]c3ccccc23)o1,-1%,-7%,2%,-7%,nt,1%,-28%,3%,-4%,15µM*,2%
O=C(Nc1nccs1)c1cccc(NC(=O)c2ccco2)c1,-4%,73%[activator],-5%,5%,-4%,-7%,27%,?,5%,?,1%
NC(=O)c1ccsc1NC(=O)CN1C(=O)C2CC=CCC2C1=O (stereo not given),-5%,-4%,-1%,-3%,25%,-9%,12%,15%,1%,5%,6%
COc1cccc(CNC(=O)CCNC(=O)N2CCn3c2nc2ccccc23)c1,-1%,-1%,-1%,8%,-5%,-3%,-18%,-8%,-4%,0%,-6%
O=C(NCCc1ccccc1)C1CCN(S(=O)(=O)c2ccc(-n3cnnn3)cc2)CC1,10%,-3%,-1%,-3%,4%,-3%,0%,27%,0%,2%,0%

# Complete entries as entered above. Order of values: Rab9 promoter act, MBNL1-CUG inh, ELG1 genotoxic, CXXC DNA block, p53 reactivator, Gal4-VP16 FLuc, BRCA1 expr up, RORg inh, NPC1 prom act, FLuc counter, uPA generation
# CC(NC(=O)Cc1ccccc1)c1ccccc1 (stereo not given) as listed: 7%, 3%, 2%, -9%, 0%, -1%, 6%, -14%, 5%, -4%, 18%
# COc1cc(/C=C2\C(=O)N(c3ccc(NC(C)=O)cc3)N=C2c2ccccc2)ccc1O as listed: -6%, 5%, 6%, -33%, 0%, -5%, -13%, -25%, -1%, 17µM*, -1%

# Quoted from above for reference:
SMILES,Rab9 promoter act,MBNL1-CUG inh,ELG1 genotoxic,CXXC DNA block,p53 reactivator,Gal4-VP16 FLuc,BRCA1 expr up,RORg inh,NPC1 prom act,FLuc counter,uPA generation
O=C(Nc1nccs1)c1cccc(NC(=O)c2ccco2)c1,-4%,73%[activator],-5%,5%,-4%,-7%,27%,?,5%,?,1%
COCCN(C(=O)c1csnn1)C(C(=O)NC1CCCC1)c1ccccc1F (stereo not given),2%,-1%,-4%,-3%,11%,-1%,-35%,-34%,-2%,0%,4%

# Next entries.
SMILES,Rab9 promoter act,MBNL1-CUG inh,ELG1 genotoxic,CXXC DNA block,p53 reactivator,Gal4-VP16 FLuc,BRCA1 expr up,RORg inh,NPC1 prom act,FLuc counter,uPA generation
CCc1ccc(OCCCC(=O)Nc2cccc(C(=O)O)c2)cc1,-1%,-1%,6%,14%,1%,-1%,13%,-9%,1%,?,2%
CCC(C)(C)C1CCC2(CC1)NC(=S)N(c1ccccc1)N2 (stereo not given),-3%,5%,?,7%,4%,?,12%,?,-1%,?,-26%
CCC(=O)Nc1cccc(C2=NN(c3ccccc3)C(c3ccc(OC)cc3)C2)c1 (stereo not given),-6%,18%,-3%,1%,3%,-1%,-58%,9%,2%,-13%,?
COc1ccc(OC)c(C2=NOC(C(=O)NCCN3CCOCC3)C2)c1 (stereo not given),1%,-2%,1%,1%,-13%,9%,6%,-29%,-3%,0%,nt
N#Cc1cc2cc3c(cc2nc1N1CCOCC1)OCO3,9%,25%,-1%,-8%,4%,3%,-11%,5%,6%,?,-1%
COCCN1C(=O)c2ccccc2C(C(=O)NCCCN2CCCC2)C1c1c[nH]c2ccccc12 (stereo not given),-2%,8%,0%,5%,-8%,-10%,6%,-2%,0%,-3%,2%
COc1ccc(C(=O)NNC(=O)c2ccc3ccccc3n2)cc1,-5%,nt,?,nt,?,nt,-67%,nt,10%,nt,1%
